a7 integrin act = qHTS for Activators of Integrin-Mediated Alleviation for Muscular Dystrophy; AID 624291, 2012; Potency, µM (top dose mostly 38.3 µM), without a hit: at the top dose activation, actives largely listed as activators; alpha7betagal myoblasts, beta-gal FDG fluorescence, 48 h; actives 0.064% (n = 350,000);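 note: potency is the fitted concentration of half-maximal effect; 100% = response of the positive control SU9516; nearly all actives have a fitted effect of over 60% in size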
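alpha7betagal+/- myoblasts (passage 13, 250/well) treated 48 h at 37C with compounds at 1:260 dilution of DMSO stock. Lysed, then beta-galactosidase activity read as FDG fluorescence (ex 480/em 540) after 30 min, with pre-read for autofluorescence.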
ELG1 DNA repair = qHTS screen for small molecules that inhibit ELG1-dependent DNA repair in human embryonic kidney (HEK293T) cells expressing luciferase-tagged ELG1; HEK293T ELG1-luciferase reporter, luminescence, 16 h; DNA damage induced by 5-fluorouridine; Potency, µM (series often up to 46.1 µM), without a hit: top-dose activity change, negative = inhibition, most hits filed as inhibitors; actives 2.3% (n = 330,000); note: potency is the fitted concentration of half-maximal effect; % is set by controls: 0 for no effect and ±100 for the full control effect; nearly all actives have a fitted effect of over 55% in size
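5-Fluorouridine DNA damage + compound/DMSO, 2,000 cells/well, 16 h, 37 °C/5% CO2. ONE-Glo, 30 min RT, luminescence. Readout = decrease in reporter signal.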
TSG101-PTAP inh = qHTS Assay for Iinhibitors of HIV-1 Budding by Blocking the Interaction of PTAP/TSG101; Potency, µM (top dose mostly 115 µM), for the others: top-dose activity change, negative = inhibition, most hits filed as inhibitors; 340,000 tested, under 10 active; Fluorescence polarization, FITC-PTAP peptide / Tsg101 binding; Tumor susceptibility gene 101 protein (Homo sapiens), Q99816; active = well fitted inhibition curve with a large enough effect in the main read-out, with a control signal flat, not every such curve was filed as active; inconclusive = small, poorly fitted or top-dose-only effect, or effect the other way, or a change in a side signal; inactive = no such curve, though single readings can be large or run the other way; note: potency is the fitted concentration of half-maximal effect; % of control where 0% means no effect
Target sequence (Q99816 whole entry, looked up): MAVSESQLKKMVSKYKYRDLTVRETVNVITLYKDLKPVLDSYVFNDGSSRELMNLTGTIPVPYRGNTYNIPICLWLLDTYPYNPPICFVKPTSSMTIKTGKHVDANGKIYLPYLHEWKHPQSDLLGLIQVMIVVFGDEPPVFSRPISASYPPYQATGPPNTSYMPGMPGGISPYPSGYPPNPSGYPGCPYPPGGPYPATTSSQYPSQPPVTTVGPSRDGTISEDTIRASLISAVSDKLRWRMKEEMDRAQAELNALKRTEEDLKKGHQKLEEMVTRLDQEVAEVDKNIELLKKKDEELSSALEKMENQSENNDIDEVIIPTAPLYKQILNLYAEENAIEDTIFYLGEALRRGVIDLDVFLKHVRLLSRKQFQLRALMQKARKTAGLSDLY
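FP read-out: FITC-PTAP peptide, 50 nM final, binding Tsg101 binding domain, 10 uM final; 20 min, r.t.; 10 mM HEPES pH 7.5, 0.15 M NaCl, 0.01% Tween 20, 3 mM EDTA, 0.1 mM TCEP.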
MLL CXXC-DNA inh = qHTS Fluorescence Polarization Assay for Inhibitors of MLL CXXC domain - DNA interaction; Histone-lysine N-methyltransferase 2A (Homo sapiens), Q03164; MLL-CXXC / FITC-HOXA9 DNA fluorescence polarization; Potency, µM (highest dose often 115 µM), inactives show at the top dose activity change, negative = inhibition, hits mostly inhibitors; actives 0.037% (n = 290,000); AID 2662, 2010; active = well fitted inhibition curve with a large enough effect in the polarisation, with a control signal flat, not every such curve was filed as active; inconclusive = small, poorly fitted or top-dose-only effect, or effect the other way, or a change in a side signal; inactive = no such curve, though single readings can be large or run the other way; the % refers to the polarisation; note: potency is the fitted concentration of half-maximal effect
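Steps: dispense CXXC domain solution (7 uM) → pin compounds or unlabeled HOX-A9 DNA control → 5 min ambient → add FLSN-HOX-A9 solution (50 nM) → spin → 30 min ambient → fluorescence polarization. Tris pH 7.5/NaCl/DTT/BSA buffer.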
TCR act = Activators of T cell receptors: qHTS campaign; primary human leukocytes, anti-CD3, IL-2 HTRF, 48 h; Potency, µM (doses to about 9.22 µM), for inactives: at the top dose activation of IL-2 secretion, hits mostly activators; 330,000 tested, under 10 active; note: % of control where 0% means no effect
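1) Mix primary human leukocytes, a-CD3 beads and compound. 2) Incubate 48 hr. 3) Add HTRF IL-2 reagents (a-IL-2-K, a-IL-2-d2).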
B2AR arrestin = qHTS assay of beta-arrestin-biased ligands of beta2-adrenergic receptor | Potency, µM (top dose mostly 46.1 µM), inactives show top-dose activation, actives largely listed as activators | beta-arrestin recruitment to beta2AR, cell-based reporter | Beta-2 adrenergic receptor (Homo sapiens), P07550 | actives 0.02% (n = 330,000);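 note: potency is the fitted concentration of half-maximal effect; 0% = DMSO controls and full agonism = EC100 isoproterenol or metaproterenol; nearly all actives have a fitted effect of over 65% in size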
Target sequence (P07550 whole entry, looked up): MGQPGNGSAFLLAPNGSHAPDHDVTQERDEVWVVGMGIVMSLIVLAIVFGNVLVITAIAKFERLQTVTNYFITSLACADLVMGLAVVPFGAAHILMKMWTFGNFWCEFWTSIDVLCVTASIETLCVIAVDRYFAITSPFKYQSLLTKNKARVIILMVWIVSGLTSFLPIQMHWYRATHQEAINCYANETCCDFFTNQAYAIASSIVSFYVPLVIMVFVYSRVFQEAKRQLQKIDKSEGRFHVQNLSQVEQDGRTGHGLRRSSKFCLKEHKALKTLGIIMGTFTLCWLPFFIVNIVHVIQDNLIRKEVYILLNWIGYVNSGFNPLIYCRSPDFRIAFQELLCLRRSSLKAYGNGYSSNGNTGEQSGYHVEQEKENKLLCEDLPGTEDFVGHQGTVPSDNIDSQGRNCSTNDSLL
TRPV1 agonist = HTS Assay for Compounds that Act as Agonists of the Vanilloid Receptor 1 | TRPV1-expressing cells, Fluo-8 calcium influx, agonist mode | Transient receptor potential cation channel subfamily V member 1 (Homo sapiens), Q8NER1 | activation, % at 8.33 µM | actives 0.19% (n = 320,000) | AID 540275, 2011; in the data active = activation above about 80%; inconclusive = between about 30% and that limit; note: 0% is about no effect
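Fluo-8 calcium influx in TRPV1-expressing cells, kinetic read (ex 480/em 520 nm). Compound added and read 3 min for agonist activity, followed by capsaicin at EC20 final and 2 min further read for enhancement.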
A-T KAP1 phos = qHTS Assay for Identifying a Potential Treatment of Ataxia-Telangiectasia; […] A-T fibroblasts, KAP-1 phosphorylation AlphaLISA; neocarzinostatin DNA damage 30 min before lysis; Potency, µM (top dose mostly 57.5 µM), for inactives: at the highest dose activation, hits mostly activators; actives 0.19% (n = 320,000); AID 485349, 2010; note: potency is the fitted concentration of half-maximal effect; % of control where 0% means no effect; nearly all actives have a fitted effect of over 45% in size
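hTERT-immortalized A-T patient fibroblasts ([…]), 500 cells/well in OPTI-MEM, 1% FBS, got compounds for 60 min, then NCS for 30 min at 37C. Lysates were then assayed for phospho-KAP-1 by AlphaLISA (anti-pKAP1 donor, anti-KAP1 acceptor beads), 6 hr at 25C.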
p53 reactivator = qHTS assay for re-activators of p53 using a Luc reporter | H1299 p53-A138V BP100-luciferase reporter, luminescence, 24 h | Potency, µM (series often up to 92.2 µM), for the others: at the highest dose activity change, positive = activation, most hits filed as activators | actives 0.063% (n = 320,000); note: potency is the fitted concentration of half-maximal effect; % of control where 0% means no effect; nearly all actives have a fitted effect of over 45% in size
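H1299 (p53-null), stable ts p53-A138V + BP100-Luc; 1000 cells/well, Opti-MEM/10% FBS; cpd 4 pt, 1:5; 24 h, 37 deg C, 5% CO2; detection reagent 10 min RT; luminescence.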
BRCA1 expr up = qHTS Assay to Identify Small Molecule Activators of BRCA1 Expression | Potency, µM (doses to about 46.1 µM), without a hit: at the highest dose activation, usual class: activators | actives 1.1% (n = 380,000) | MCF7-BRCA1-FFLuc reporter, luminescence, 48 h; response scale: scaled: vehicle 0%, 10 µM genistein 100%; note: potency is the fitted concentration of half-maximal effect; nearly all actives have a fitted effect of over 80% in size; some results filed as inactive show a strong effect at the top dose
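Compounds are tested at multiple concentrations on MCF7 BRCA1-luciferase reporter cells seeded at 2000 per well; after 48 h, a single luminescence end-point is taken and curves fitted to the normalized data.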
Starred values were filed as active, the others as inactive; ? = inconclusive; nt = no result given; & = joins results of further samples; [ ] = remark or other dose. Unless noted, calls come from the whole dose curve; as a rule, active = well fitted curve in the direction sought with a large enough effect; inconclusive = small, poorly fitted or top-dose-only effect, or another doubt; inactive = no such curve, though single readings can be large; an effect the other way counts as inactive or inconclusive. No enrichment for hits; any-hit rate near 3.8%.

Order of results – a7 integrin act, ELG1 DNA repair, TSG101-PTAP inh, MLL CXXC-DNA inh, TCR act, B2AR arrestin, TRPV1 agonist, A-T KAP1 phos, p53 reactivator, BRCA1 expr up
> Cc1ccc(CN2C(=O)N/C(=C/c3cc(C)n(-c4ccccn4)c3C)C2=O)cc1
    1.9%, -4.0%, -0.2%, 8.7%, 0.2%[46.1 µM], -3.7%, -2.4, -4.0%, -5.5%, 21.3%
> NNC(=O)c1sc2cc(C(F)(F)F)cnc2c1-c1cccnc1
    2.1%, -0.6%, -2.3%, -0.3%, -2.9%, -0.5%, -4.1, 1.2%, -0.3%, -33.6%
> Cc1cc(N/N=C/c2ccc(O)cc2)c2cccc(C)c2n1
    -66.7%[inhibitor], ?, -3.6%, ?, nt, -1.6%, -0.8, 3.3%, -143.7%[inhibitor], -18.4%
> O=C(COCc1cc(-c2ccc3c(c2)OCO3)on1)N1CCN(c2ccc(F)cc2)CC1
    12.5%, 3.3%, 0.1%, -1.6%, 4.4%, -0.4%, 0.1, -4.5%, 2.5%, 0.4%
> CCCCNc1nnc(CCn2nc(C)c(Br)c2C)s1
    26.1%, 3.8%, -0.8%, -0.3%, 1.8%[46.1 µM], -2.2%, -5.1, 14.7%, -6.5%, 2.1%
> CCCCC(=O)NC1(C(F)(F)F)C(=O)N(Cc2ccco2)C(C)=C1C(=O)OC (stereo not given)
    -18.9%, 1.6%, 0.3%, 0.4%, -4.1%, -2.2%, 0.9, -1.7%, -4.4%, -0.1%
> O=C(NCc1ccccc1CN1CCCC1)C1CCN(C(=O)c2ccc(F)cc2)CC1
    -51.4%[inhibitor], 15.7%, 0.2%, nt, nt, -0.1%, -1.7, 7.0%, -2.9%, 2.4%
> O=S(=O)(Nc1ccc2c(c1)OCCO2)c1cccs1
    -14.4%, ?, -6.0%, 2.2%, nt, -1.0%, -0.7, 6.8%, 2.3%, 35.0%
> Cc1cc(NC(=O)CCC2COc3ccccc3O2)no1 (stereo not given)
    2.3%, 20.2%, -0.8%, -2.1%, -2.1%, 0.2%, 4.7, -3.9%, 8.2%, 0.4%
> COc1ccc(C(c2nnnn2CC2CCCO2)N2CCN(c3ccc(F)cc3)CC2)cc1 (stereo not given)
    -0.1%, -1.4%, -3.1%, -3.9%, -10.0%, -0.1%, -2.7, -4.7%, 2.7%, -25.3%
> Cc1ccc(CSc2nc3ccccc3cc2C=O)cc1
    -24.8%, ?, 0.0%, -3.4%, -3.4%, 0.0%, 8.1, 4.9%, 16.2%, -75.3%[inhibitor]
> O=[N+]([O-])c1c(NCc2ccco2)ccc2nonc12
    3.0%, -4.3%, -1.0%, 0.1%, 4.7%, -0.7%, -2.5, -8.9%, -4.4%, -12.6%
> N=c1n(CCN2CCCCC2)c2ccccc2n1CC(=O)c1cccc([N+](=O)[O-])c1
    -63.4%[inhibitor], 0.6%, 1.3%, ?, -4.6%, -0.6%, 9.6, 5.0%, 7.1%, 0.0%
> CCN(CC)C(=O)Cc1c(OC)ccc2cc(Br)ccc12
    9.9%, -6.5%, -1.2%, 1.5%, -8.7%, -0.4%, -8.1, 1.7%, -6.2%, -12.4%
> NS(=O)(=O)c1ccc(N/C=C\C(=O)c2ccc(F)cc2)cc1
    21.2%, ?, -2.3%, 12.5%, nt, -0.4%, 8.6, 5.3%, 6.8%, 1µM*
> Cc1noc(C)c1CSc1ncnc2sc(C)c(C)c12
    -8.8%, 19.5%, -2.5%, -1.0%, -4.1%, -0.3%, 6.0, 2.1%, 7.8%, -23.2%
> O=C(CN1CCN(c2ccccn2)CC1)Nc1ccc(Cl)c(C(F)(F)F)c1
    -50.2%[inhibitor], ?, -4.6%, -5.0%, -2.1%, 0.4%, 9.8, -6.8%, -6.8%, -12.1%
> COc1ccc(C)cc1NC(=O)C(OC(=O)CNC(=O)c1ccc(Oc2ccccc2)cc1)c1ccccc1 (stereo not given)
    2.0%, 25.9%, -2.6%, -10.3%, -2.9%[46.1 µM], 6.4%, 2.4, 5.4%, -2.1%, -21.9%
> Cc1cc2c3c([nH]c2cc1S(=O)(=O)N1CCC2(CC1)OCCO2)CC(C)(C)CC3=O
    0.3%, 20.6µM*, -3.7%, 2.2%, 3.0%, 0.5%, 14.9, 12.0%, 18.5%, -93.8%
> COc1ccccc1N(C)S(=O)(=O)c1ccc(C(=O)OCC(=O)Nc2ccccc2F)cc1
    -9.0%, 4.2%, 0.8%, -2.2%, 11.5%, 0.0%, 20.5, -0.7%, -3.0%, 0.0%
> Cn1ncc(Br)c1C(=O)NC(=S)N1CCN(c2ccccn2)CC1
    26.2%, 4.4%, -0.7%, 4.3%, 0.1%[46.1 µM], -1.9%, -3.5, 5.6%, -1.5%, 6.4%
> COc1ccccc1C(c1nnnn1C(C)(C)C)N1CCCCCC1 (stereo not given)
    -5.4%, -11.0%, 1.2%, 0.9%, -1.3%, 0.4%, 29.3, -2.7%, 2.4%, -4.2%
> COc1ccc(CNC(=O)c2cc(=O)c3cc(C)cc(C)c3o2)cc1
    7.4%, 3.9%, -2.1%, 8.4%, 0.6%, 0.4%, 14.1, 14.7%, 14.8%, 5.7%
> COc1ccc(NC(=O)c2ccc(COc3ccccc3Br)o2)cc1OC
    -0.1%, -15.2%, -8.5%, 3.3%, -2.2%, 0.5%, ?, -0.4%, -10.3%, -38.8%
> CC(C)CNC(=S)N(CCCO)Cc1cc2cc3c(cc2[nH]c1=O)OCO3
    -2.2%, ?, -3.0%, 8.7%, -9.1%, 0.8%, -25.4, 38.7%, nt, -25.5%
> CN(Cc1nc(-c2cccnc2)no1)S(=O)(=O)c1ccc2ccccc2c1
    15.1%, -16.1%, -9.1%, -5.3%, nt, 0.0%, 7.9, 7.0%, -2.7%, -21.2%
> O=C(Nc1ccc2c(c1)OCCO2)N1CCN(Cc2ccccc2)CC1
    -8.4%, ?, 0.1%, 7.2%, 3.3%, 0.3%, 6.0, -0.3%, 11.3%, 12.6µM*
> O=C(NCCn1c(-c2ccncc2)nc2ccccc21)[C@H]1CCCN1c1nc(CN2CCCCC2)cs1
    22.9%, 7.7%, 1.0%, 4.1%, 0.0%, -0.9%, 2.2, 2.5%, 11.4%, 17.1%
> CC(NC(=S)Nc1ccc(Cl)cc1Cl)C(c1cccs1)N1CCCC1 (stereo not given)
    -2.2%, -11.1%, 0.6%, 18.0%, 1.2%[46.1 µM], 0.4%, ?, 3.2%, 19.4%, -16.3%
> Cc1ccc(SCC(=O)Nc2nccs2)cc1
    2.5%, ?, -4.6%, 10.8%, nt, -0.3%, ?, 2.4%, 4.4%, -2.0%
> COc1ccccc1OCCSc1nc2ccccc2n1CCO
    -18.8%, -6.2%, -4.1%, -1.3%, 2.3%, -1.2%, 1.8, 5.1%, 0.4%, 42.8%
> Cc1ccc(S(=O)(=O)N2CCC(C(=O)Nc3nnc(-c4ccco4)s3)CC2)cc1
    2.3%, -14.5%, 0.2%, 30.0%, 10.5%, -0.4%, -0.9, -0.8%, 1.4%, -2.0%
> CC(C)(C)NC(=O)CSc1nnc(-c2ccccn2)n1Cc1ccccc1
    -19.9%, -3.9%, -10.1%, 2.8%, -0.1%, 0.0%, 25.7, ?, 1.9%, -0.7%
> COC(=O)c1cc(S(=O)(=O)N2CCN(c3cccc(C)c3)C(C)C2)c[nH]1 (stereo not given)
    16.0%, 2.0%, -1.4%, -0.5%, 2.1%, -0.3%, ?, 1.7%, -5.0%, -3.9%&-7.8%
> O=C(N/N=C/c1sc(N2CCOCC2)nc1-c1ccccc1)c1cccc(S(=O)(=O)N2CCCC2)c1
    -55.0%[inhibitor], 5.17µM*, 6.4%, 28.2%, -7.3%, 0.1%, 7.0, 4.7%, -3.1%, -78.4%
> CCOc1ccc(CNCCN2CCCC2)cc1
    -56.4%[inhibitor], -0.1%, 0.8%, 42.7%[activator], 14.5%, -0.8%, -0.3, -2.2%, nt, -1.8%
> O=C(/C(=C/O)N=Nc1ccccc1Cl)c1ccccc1
    -20.4%, ?, -0.5%, 3.6%, -12.2%, -0.6%, 13.4, -8.5%, ?, -77.8%
